Screening data (PubChem BioAssay)
a7 integrin act – qHTS for Activators of Integrin-Mediated Alleviation for Muscular Dystrophy. alpha7betagal myoblasts, beta-gal FDG fluorescence, 48 h. Potency, µM (doses to about 38.3 µM), for the others: at the top dose activation, most hits filed as activators. actives 0.064% (n = 350,000). AID 624291, 2012;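 also: potency is read from the fitted curve at half-maximal effect; 100% = response of the positive control SU9516; nearly all actives have a fitted effect of over 60% in size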
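alpha7betagal+/- myoblasts (passage 13, 250/well) treated 48 h at 37C with compounds at 1:260 dilution of DMSO stock. Lysed, then beta-galactosidase activity read as FDG fluorescence (ex 480/em 540) after 30 min, with pre-read for autofluorescence.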
KCNH2 3.1 block – qHTS for Inhibitors of KCHN2 3.1: Mutant qHTS; activity change, % (tested at about 1.8 µM); U2OS KCNH2 3.1, thallium flux FluxOr; active compounds read low; actives 0.95% (n = 340,000); AID 720553, 2013; Potassium voltage-gated channel subfamily H member 2, brain isoform KCNH2 3.1 (human);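 active = maximum activity change below -70%; inconclusive = maximum activity change from -70% to -50%; inactive = maximum activity change above -50%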;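 also: thallium influx rate constant from kinetic fluorescence after stimulation buffer; % is scaled to controls: 0 for no effect and ±100 for the full control effect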
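Measured as rate of thallium-driven FluxOr signal in transduced U2OS cells carrying the 3.1 channel, read kinetically for 2 min upon stimulation; values are rate constants scaled to DMSO control wells.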
Coupling enz – qHTS Assay for Inhibitors of Fructose-1,6-bisphosphate Aldolase from Giardia Lamblia: Coupling assay counterscreen; actives 0.67% (n = 290,000); coupling enzyme system counterscreen, AmpLite Red fluorescence; AID 2472, 2010; activity change, negative = inhibition, % at 58.2 µM, hits read low; in the data active = activity change below about -30%; also: % is scaled to controls: 0 for no effect and ±100 for the full control effect
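Counterscreen lacking aldolase: glyceraldehyde-3-phosphate coupling-enzyme reagent preincubated 10 min at RT with compound (at 57.5 uM final), then substrate/coupling system with AmpLite Red added; fluorescence read at 525/598 nm after 20 min RT.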
ASM inhibitor – Inhibitors of Secretory Acid Sphingomyelinase (S-ASM): qHTS | Potency, µM (titrated, usually from 57.5 µM), inactives show at the top dose activity change, negative = inhibition, usual class: inhibitors | AID 504937, 2011 | placental ASM, HMU-PC fluorogenic substrate, 60 min | actives 0.006% (n = 340,000); also: potency is read from the fitted curve at half-maximal effect
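Steps: dispense placental human ASM, pin compound, wait 10 min at room temperature, add HMU-PC0 substrate at 9 uM final, incubate 60 min at 37 °C, add stop solution raising pH to 10, read fluorescence.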
AT treatment – qHTS Assay for Identifying a Potential Treatment of Ataxia-Telangiectasia; […] A-T fibroblasts, KAP-1 phosphorylation AlphaLISA; neocarzinostatin DNA damage 30 min before lysis; Potency, µM (highest dose often 57.5 µM), for inactives: top-dose activation, actives largely listed as activators; actives 0.19% (n = 320,000); AID 485349, 2010; also: potency is read from the fitted curve at half-maximal effect; % of control where 0% means no effect; nearly all actives have a fitted effect of over 45% in size
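ATM-like activity read as KAP-1 phosphorylation via AlphaLISA donor/acceptor antibody pairs after lysis and 6 hr at 25C. Cells were ATM-null patient fibroblasts ([…], hTERT), dosed 60 min, then exposed to the DSB inducer NCS for 30 min.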
MBNL1 CUG block – qHTS Assay for Inhibitors of MBNL1-poly(CUG) RNA binding | Muscleblind-like protein 1 (Homo sapiens), Q9NR56 | Potency, µM (top dose mostly 57.5 µM), inactives show at the highest dose activity change, negative = inhibition, usual class: inhibitors | TR-FRET MBNL1-His/biotin-(CUG)12 binding, 665/545 ratio | actives 0.036% (n = 280,000); active = well fitted inhibition curve with a large enough effect in the signal ratio, with a control signal flat, not every such curve was filed as active; inconclusive = small, poorly fitted or top-dose-only effect, or effect the other way, or a change in a side signal; inactive = no such curve, though single readings can be large or run the other way; the % refers to the signal ratio; also: potency is read from the fitted curve at half-maximal effect; % is scaled to controls: 0 for no effect and ±100 for the full control effect
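MBNL1-His + Biotin-(CUG)12, cpd titration 92 nM–58 uM; Tb anti-His Ab 0.055 ng/ul, SA-XL665 5 nM (final); 60 min RT; ratiometric 665/545 nm, Ex 340 nm; normalized to buffer and full-complex controls.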
TRPV1 agonist – HTS Assay for Compounds that Act as Agonists of the Vanilloid Receptor 1. Transient receptor potential cation channel subfamily V member 1 (Homo sapiens), Q8NER1. TRPV1-expressing cells, Fluo-8 calcium influx, agonist mode. activation, % at 8.33 µM. actives 0.19% (n = 320,000). AID 540275, 2011; in the data active = activation above about 80%; inconclusive = between about 30% and that limit; also: 0% is about no effect
Target sequence (Q8NER1 whole entry, looked up): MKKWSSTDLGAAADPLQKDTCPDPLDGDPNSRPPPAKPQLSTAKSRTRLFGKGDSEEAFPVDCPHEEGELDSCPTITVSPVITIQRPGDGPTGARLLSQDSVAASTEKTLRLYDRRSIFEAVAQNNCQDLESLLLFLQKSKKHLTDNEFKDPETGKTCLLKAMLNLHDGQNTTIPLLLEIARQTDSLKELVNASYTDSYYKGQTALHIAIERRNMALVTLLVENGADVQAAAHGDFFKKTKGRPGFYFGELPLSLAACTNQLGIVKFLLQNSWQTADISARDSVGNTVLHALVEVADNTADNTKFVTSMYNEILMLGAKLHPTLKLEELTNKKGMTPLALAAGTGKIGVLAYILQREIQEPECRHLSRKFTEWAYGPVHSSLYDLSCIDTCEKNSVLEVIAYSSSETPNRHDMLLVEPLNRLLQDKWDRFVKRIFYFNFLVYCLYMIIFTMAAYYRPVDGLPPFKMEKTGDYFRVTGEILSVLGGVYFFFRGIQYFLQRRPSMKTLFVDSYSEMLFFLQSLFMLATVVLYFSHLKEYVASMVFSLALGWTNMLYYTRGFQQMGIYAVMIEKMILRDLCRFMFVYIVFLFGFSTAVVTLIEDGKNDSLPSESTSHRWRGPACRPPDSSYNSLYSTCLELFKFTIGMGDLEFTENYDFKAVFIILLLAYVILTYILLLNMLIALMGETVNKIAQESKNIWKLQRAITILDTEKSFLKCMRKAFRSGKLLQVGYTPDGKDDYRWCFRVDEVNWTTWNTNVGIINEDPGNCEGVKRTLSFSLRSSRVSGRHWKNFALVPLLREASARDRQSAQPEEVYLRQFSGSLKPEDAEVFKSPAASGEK
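TRPV1-expressing cells were cultured overnight at 35.5C and loaded with Fluo-8 calcium dye for 40 to 90 min at room temperature. After a 10 s baseline, compound was added and calcium influx was read kinetically for 3 min (ex 480/em 520 nm).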
MLL CXXC-DNA inh – qHTS Fluorescence Polarization Assay for Inhibitors of MLL CXXC domain - DNA interaction. MLL-CXXC / FITC-HOXA9 DNA fluorescence polarization. actives 0.037% (n = 290,000). AID 2662, 2010. Potency, µM (top dose mostly 115 µM), without a hit: top-dose activity change, negative = inhibition, most hits filed as inhibitors; active = well fitted inhibition curve with a large enough effect in the polarisation, with a control signal flat, not every such curve was filed as active; inconclusive = small, poorly fitted or top-dose-only effect, or effect the other way, or a change in a side signal; inactive = no such curve, though single readings can be large or run the other way; the % refers to the polarisation; also: potency is read from the fitted curve at half-maximal effect
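Purified MLL-CXXC (added from a 7 uM solution) was preincubated 5 min at ambient with pinned compounds in 50 mM Tris-HCl pH 7.5, 50 mM NaCl, 1 mM DTT, 0.05% BSA. Fluorescein-labeled HOX-A9 DNA (50 nM solution) followed, 30 min, then polarization read.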
KCNH2 WT inh – qHTS for Inhibitors of KCHN2 3.1: Wildtype qHTS. U2OS, BacMam KCNH2, thallium flux FluxOr; active compounds read low. activity change, % at 1.84 µM. actives 0.37% (n = 340,000);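 active = maximum activity change below -70%; inconclusive = maximum activity change between -70% and -50%; inactive = maximum activity change above -50%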; also: % is scaled to controls: 0 for no effect and ±100 for the full control effect
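U2OS cells were transduced with wild-type KCNH2 virus (2.03 x 10^8 / mL) for 4 h at room temperature, then cultured overnight at 37 C. Thallium flux was read with FluxOr dye. Rate constants were normalized to DMSO controls.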
GALK inhibitor – qHTS Assay for Inhibitors of Human Galactokinase (GALK) | Purified GALK, Kinase-Glo residual ATP luminescence | AID 1868, 2009 | P51570 | actives 0.007% (n = 270,000) | Potency, µM (top dose mostly 57.5 µM), without a hit: at the top dose activity change, negative = inhibition, usual class: inhibitors; also: potency is read from the fitted curve at half-maximal effect; % is scaled to controls: 0 for no effect and ±100 for the full control effect
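GALK at 5 nM final was combined with compound, 35 uM ATP and 100 uM galactose in HEPES pH8.0 with MgCl2 and DTT. The reaction ran one hour at room temperature before luminescent ATP detection.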
The depositor's hits bear a star; u = inconclusive; x = no result given; [ ] = dose if it differs, or a comment. Unless noted, calls follow the shape of the dose curve; as a rule, active = well fitted curve in the direction sought with a large enough effect; inconclusive = small, poorly fitted or top-dose-only effect, or another doubt; inactive = no such curve, though single readings can be large; an effect the other way counts as inactive or inconclusive.

1: CC(=O)N1c2ccc(S(=O)(=O)N3CCCC3C(=O)NCc3ccc(Cl)cc3)cc2CC1C (stereo not given)
2: Cc1cccn2c(=O)c3cc(C#N)c(=O)n(-c4c(C)n(C)n(-c5ccccc5)c4=O)c3nc12
3: O=[N+]([O-])c1cc2c(cc1/C=N/Nc1nc(Nc3ccccc3)nc(N3CCCCC3)n1)OCO2
4: CC1Cc2ccccc2N1C(=O)CSc1nncs1 (stereo not given)
5: O=C(Nc1ccc(Cl)c(Cl)c1)C1=Cc2ccccc2OC1
6: O=C(CSc1nnc(SCc2ccc(F)cc2)s1)Nc1ccc(C(=O)O)cc1
7: O=C(N/N=C/c1cccc([N+](=O)[O-])c1)c1cc2c(ccc3ccccc32)o1
8: CN(C(=O)CSc1ncnc2sccc12)c1c(N)n(Cc2ccccc2)c(=O)[nH]c1=O
compound no.,1,2,3,4,5,6,7,8
a7 integrin act,-4%,0%,-42%,42%,0%,31%,8%,-2%
KCNH2 3.1 block,1,0,-7,-9,-4,-2,-2,17
Coupling enz,-2,0,3,x,-7,1,3,0
ASM inhibitor,1%,49%[activator],-2%,-2%,-10%,3%,-1%,2%
AT treatment,-6%,-5%,-6%,7%,x,1%,2%,18%
MBNL1 CUG block,4%,u,14%,x,2%,0%,-2%,x
TRPV1 agonist,-1,-1,x,-4,88*,15,8,0
MLL CXXC-DNA inh,x,-4%,17%,x,4%,u,42%[activator],-2%
KCNH2 WT inh,6,13,-9,-15,-3,1,3,-1
GALK inhibitor,x,4%,-2%,x,1%,-2%,x,-4%

9: Cc1ccc(C2=N/C(=C\c3ccc(F)cc3)C(=O)N2)cc1
10: COCCn1c(SCc2nc3cc(OC)c(OC)cc3c(=O)[nH]2)nnc1-c1ccncc1
11: CCCC[C@@H]1CNC(=S)N1CCC12CC3CC(CC(C3)C1)C2
12: CC(C)(C)c1ccc(CN2C3=NCCCN3c3ccccc32)cc1
13: CCOC(=O)c1ccc(-c2cc(C)no2)[nH]1
14: Oc1ccccc1Nc1nc(NCc2ccccc2)c2ccccc2n1
15: CCOC(=O)c1cc(-c2ccccc2)nc2c1c(C)nn2-c1ccccn1
16: CC1CCN(S(=O)(=O)c2cc(C(=O)Nc3ccccn3)ccc2Br)CC1
compound no.,9,10,11,12,13,14,15,16
a7 integrin act,3%,1%,-9%,-70%[inhibitor],27%,u,3%,6%
KCNH2 3.1 block,11,12,-8,-80*,0,-18,1,-6
Coupling enz,x,4,1,4,4,-4,0,x
ASM inhibitor,183%[activator],7%,-4%,0%,0%,-22%,14%,-7%
AT treatment,6%,-5%,13%,x,5%,2%,7%,4%
MBNL1 CUG block,x,-17%,1%,5%,8%,4%,15%,x
TRPV1 agonist,11,-1,u,1,4,3,u,u
MLL CXXC-DNA inh,x,0%,-14%,23%,-8%,51%[activator],19%,x
KCNH2 WT inh,-5,-3,6,11,-13,4,-2,-23
GALK inhibitor,x,0%,-1%,0%,3%,2%,-1%,x

Compound profiles (already shown). Order of values: a7 integrin act, KCNH2 3.1 block, Coupling enz, ASM inhibitor, AT treatment, MBNL1 CUG block, TRPV1 agonist, MLL CXXC-DNA inh, KCNH2 WT inh, GALK inhibitor
CCOC(=O)c1cc(-c2ccccc2)nc2c1c(C)nn2-c1ccccn1 is entered as 3%, 1, 0, 14%, 7%, 15%, u, 19%, -2, -1%
CC1Cc2ccccc2N1C(=O)CSc1nncs1 (stereo not given) is entered as 42%, -9, x, -2%, 7%, x, -4, x, -15, x
CC(C)(C)c1ccc(CN2C3=NCCCN3c3ccccc32)cc1 is entered as -70%[inhibitor], -80*, 4, 0%, x, 5%, 1, 23%, 11, 0%

Other compounds follow.
17: Cc1ccc(NC(=O)CSCC(=O)Nc2cccc(S(=O)(=O)N3CCCCCC3)c2)cc1
18: COc1ccc(C(=O)CN2C(=O)NC3(CCc4ccccc43)C2=O)c(OC)c1 (stereo not given)
19: CCOc1ccc(S(=O)(=O)NCc2ccc3c(c2)OCO3)cc1NC(C)=O
20: COc1ccc(S(=O)(=O)N(C)C)cc1NS(=O)(=O)c1ccc(F)c(F)c1F
21: Fc1cc(F)nc(NCc2ccccc2)n1
22: CN(Cc1ccccn1)C(=O)C1CCC(=O)N(Cc2cccc(F)c2)C1 (stereo not given)
23: CNS(=O)(=O)c1cccc(C(=O)OCC(=O)Nc2ccc(-c3nc4ccc(C)cc4s3)cc2)c1
24: O=C(Nc1cccc(S(=O)(=O)N2CCCCC2)c1)c1cc(=O)[nH]c2ccccc12
compound no.,17,18,19,20,21,22,23,24
a7 integrin act,-41%,-1%,11%,16%,-10%,14%,2%,0%
KCNH2 3.1 block,7,5,-3,8,-8,13,16,x
Coupling enz,x,x,-9,11,0,x,2,x
ASM inhibitor,-8%,x,-2%,1%,3%,0%,41%[activator],-5%
AT treatment,17%,-3%,5%,x,6%,-2%,5%,-4%
MBNL1 CUG block,x,x,-10%,-16%,-7%,-3%,12%,x
TRPV1 agonist,7,-2,2,-5,2,2,7,x
MLL CXXC-DNA inh,x,x,4%,13%,6%,34%[activator],-19%,x
KCNH2 WT inh,-8,2,0,0,-9,-15,18,-3
GALK inhibitor,x,x,3%,2%,1%,2%,4%,x

25: CC(C)NC(=O)CCS(=O)(=O)c1cccc2nonc12
26: CC(=O)N1CCc2cc(S(=O)(=O)CCC(=O)N3CCN(c4ccccn4)CC3)ccc21
27: CCOc1ccc(/C=C/C2=NNC(=O)CC2)cc1
28: COc1ccc(-n2c(COc3ccccc3)n[nH]c2=S)cc1
29: COCCNc1c(-c2ccc(O)cc2)nc2ccc(Cl)cn12
30: COC(=O)c1ccc(N2CCN(c3ccccc3)CC2)nc1
31: CC(C)c1ccc(NC(=S)NC2CCCCCC2)cc1
32: CN(Cc1ccc(Cl)s1)C(=O)CCl
compound no.,25,26,27,28,29,30,31,32
a7 integrin act,22%,0%,13%,18%,-18%,-4%,17%,-74%[inhibitor]
KCNH2 3.1 block,22,2,4,1,-3,-3,-6,-1
Coupling enz,-3,4,2,1,-7,0,1,-4
ASM inhibitor,1%,2%,-1%,1%,30%[activator],1%,0%,5%
AT treatment,x,-1%,2%,3%,0%,3%,6%,-3%
MBNL1 CUG block,u,u,u,-7%,25%,-1%,-2%,-6%
TRPV1 agonist,-1,23,1,0,15,8,u,-2
MLL CXXC-DNA inh,4%,0%,-4%,-15%,-3%,-14%,-13%,60%[activator]
KCNH2 WT inh,0,8,-3,4,-22,-7,19,5
GALK inhibitor,5%,1%,2%,2%,0%,-1%,-2%,-2%

33: O=C(O)CC(NC(=O)C(c1ccccc1)c1ccccc1)c1cccc([N+](=O)[O-])c1 (stereo not given)
34: CC(=O)NC(C)c1nc2ccccc2n1Cc1ccccc1F (stereo not given)
35: COC(=O)CCN(c1ccccc1)S(=O)(=O)c1cc(-c2cc(C)no2)ccc1OC
36: CN(C)c1cc(N/N=C/c2ccc(Cl)cc2)nc(N(C)C)n1
37: CC1=Nn2c(nnc2C2CCCCC2)SC1
38: CC(C)(C)C(=O)Nc1ccccc1C(=O)Nc1ccncc1
39: COc1ccc(CCNC(=O)C2CCN(S(=O)(=O)c3ccc(-n4cnnn4)cc3)CC2)cc1OC
40: Nc1c(C(=O)NCCc2ccccc2)nnn1Cc1ccc(Cl)cc1
41: CCn1cc(C(=O)NCCCN2CC(C)CC(C)C2)c2cc(OC)c(OC)cc2c1=O (stereo not given)
compound no.,33,34,35,36,37,38,39,40,41
a7 integrin act,-15%,15%,6%,-3%,8%,-11%,8%,3%,-9%
KCNH2 3.1 block,29,8,7,u,-5,-7,9,-3,22
Coupling enz,13,1,2,-29,5,3,1,1,2
ASM inhibitor,2%,4%,-2%,-17%,1%,-2%,-1%,0%,0%
AT treatment,-2%,x,3%,2%,-1%,2%,x,1%,-6%
MBNL1 CUG block,u,u,-4%,4%,-6%,1%,-9%,-5%,6%
TRPV1 agonist,-1,1,12,u,-3,1,-2,7,-2
MLL CXXC-DNA inh,-2%,-7%,-7%,-3%,-1%,1%,-6%,3%,2%
KCNH2 WT inh,1,-2,-11,-3,24,-3,-4,-3,4
GALK inhibitor,7%,-3%,-1%,-2%,-1%,-5%,2%,-1%,0%
